High-throughput results from PubChem.
PfGluPho inh: PfG6PD enzyme inhibitors, primary screen, biochemical, fluorescence intensity, uHTS. PfGluPho enzyme, NADPH resazurin-diaphorase fluorescence. inhibition, % at 20 µM. 350,000 tested, 0.78% active. glucose-6-phosphate dehydrogenase-6-phosphogluconolactonase (Plasmodium falciparum 3D7);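 active = inhibition reaching at least a set limit at 20 µM in the primary screen, cut at about 59% in these data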;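 also: 0% = DMSO wells with substrate and 100% = DMSO wells lacking glucose-6-phosphate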
SENP6 inh: SENP6 protease inhibitors, primary screen, biochemical, luminescence, uHTS | Sentrin-specific protease 6 (Homo sapiens), Q9GZR1 | Recombinant SENP6 catalytic domain, aminoluciferin luminescence | inhibition, % at 10 µM | 330,000 tested, 1.8% active | AID 2599, 2010;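 active = inhibition above about 50% at the single tested dose, limit read from the data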;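 also: plate controls were DMSO wells with enzyme for no effect and DMSO wells lacking enzyme for full effect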
Target sequence (Q9GZR1 628-1112 limits assumed): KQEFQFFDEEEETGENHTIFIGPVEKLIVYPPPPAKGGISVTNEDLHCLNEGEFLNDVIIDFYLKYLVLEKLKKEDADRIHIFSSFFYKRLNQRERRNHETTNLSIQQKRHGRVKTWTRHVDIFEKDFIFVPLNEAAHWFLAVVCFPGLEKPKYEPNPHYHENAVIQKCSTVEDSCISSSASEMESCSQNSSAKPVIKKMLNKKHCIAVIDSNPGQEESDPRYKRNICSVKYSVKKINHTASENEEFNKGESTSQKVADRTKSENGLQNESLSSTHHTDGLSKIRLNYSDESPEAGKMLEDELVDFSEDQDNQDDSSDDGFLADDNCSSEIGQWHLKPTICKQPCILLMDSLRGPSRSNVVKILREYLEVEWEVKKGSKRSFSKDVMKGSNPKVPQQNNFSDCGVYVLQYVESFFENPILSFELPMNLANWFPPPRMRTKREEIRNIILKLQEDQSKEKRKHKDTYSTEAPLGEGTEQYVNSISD
ATG4B inhibitor: ATG4B protease inhibitors, primary screen, biochemical, fluorescence, uHTS; Cysteine protease ATG4B (Homo sapiens), Q9Y4P1; AID 504462, 2011; ATG4B cleavage of LC3-PLA2, NBD-HPC fluorescence, 1 h; inhibition, % at 8.33 µM; 340,000 tested, 0.51% active; in the data active = inhibition above about 40%
Target sequence (Q9Y4P1 whole entry, looked up): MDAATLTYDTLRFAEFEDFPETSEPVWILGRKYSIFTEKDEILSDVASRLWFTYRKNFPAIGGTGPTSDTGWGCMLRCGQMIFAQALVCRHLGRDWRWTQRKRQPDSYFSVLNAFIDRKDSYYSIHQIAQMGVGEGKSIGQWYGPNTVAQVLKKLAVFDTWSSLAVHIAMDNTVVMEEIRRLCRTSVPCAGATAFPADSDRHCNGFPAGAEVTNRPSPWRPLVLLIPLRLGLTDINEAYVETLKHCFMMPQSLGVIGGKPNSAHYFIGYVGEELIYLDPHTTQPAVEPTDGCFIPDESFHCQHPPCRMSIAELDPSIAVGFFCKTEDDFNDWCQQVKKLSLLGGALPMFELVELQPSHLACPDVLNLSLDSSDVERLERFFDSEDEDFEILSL
MPTP block: mitochondrial permeability transition pore inhibitors, primary screen, biochemical, isolated mouse mitochondria, absorbance | Ca2+ swelling absorbance, 30 min | inhibition, % at 10 µM | 360,000 tested, 1.4% active | AID 602449, 2012;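 active = inhibition of 50% or more, scaled per plate between neutral and stimulator controls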;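 also: 0% = DMSO wells given calcium and 100% = 1 mM EGTA wells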
hIAP act: human IAP activators, primary screen, biochemical, luminescence, uHTS. activation factor at 10 µM. 330,000 tested, 0.16% active. Intestinal-type alkaline phosphatase (Homo sapiens), P09923. purified human IAP, CDP-Star luminescence, 30 min; hits give high values; 1 = vehicle-only enzyme, 0 = enzyme-free background;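 active = activation factor of the enzyme at least 2-fold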; also: the source names both 10 and 20 µM as test concentration; values of inactives mirror those of a sister screen read the other way
SENP8 block: human SENP8 protease inhibitors, primary screen, biochemical, fluorescence, Nedd8 protein substrate, uHTS | 360,000 tested, 0.64% active | AID 602440, 2012 | Sentrin-specific protease 8 (Homo sapiens), Q96LD8 | recombinant SENP8 | inhibition, % at 20 µM; in the data active = inhibition mostly above about 40%, no sharp cut-off; inactive = mostly below about 27%
SENP1 FRET inh: human SENP1 catalytic domain inhibitors, primary screen, biochemical, FRET, uHTS. Sentrin-specific protease 1 (Homo sapiens), Q9P0U3. recombinant SENP1 catalytic domain, CyPet-SUMO1-YPet FRET cleavage. inhibition, % at 10 µM. 360,000 tested, 0.21% active. AID 624204, 2012;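 active = inhibition at least 30% at 10 µM, raw YFP signal under a set limit, fluorescence ratio 0.5 to 1.5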;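 also: 0% = enzyme with DMSO and 100% = no enzyme wells; some results filed as inactive read as strong as hits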
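Material: hSENP1 catalytic domain, recombinant; medium: Tris pH 8 with BME, BSA, NP40 and catalase; compound: single concentration of 10 µM compound, 0.5% DMSO final; technique: FRET read of cyan and yellow fluorescence; timing: 50 min enzyme reaction, room temperature, light-protected; reagent: SFCypet-SUMO1-SFYpet substrate at 25 nM; control set: no-enzyme low, enzyme-DMSO high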
NR3A LBD binder: binders of NR3A ligand-binding domain, primary screen, biophysical, differential scanning fluorimetry, uHTS. NR3A LBD differential scanning fluorimetry, Tm shift; 0% = protein alone, 100% = glycine-bound protein. 340,000 tested, 2.5% active. AID 1259313, 2017. Tm shift relative to glycine control, % at 25 µM;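 active = melting temperature shift of at least 10% of the positive control shift, at one fixed dose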
* hit, by the source's call; . = not tested or not shown.

#1 COc1ccc([C@H]2CC(=O)C=C(c3ccc(F)nc3)C2)cc1OC
#2 CCN(CC)c1nc2c3c(nc4c(c3c1C#N)CC(=O)N4c1ccc(Cl)cc1)NC(C)=N2
#3 Cc1cccc(C(=O)Nc2ccc3c(c2)C(=O)N(CC(C)C)C3=O)c1
#4 COc1cccc(-c2nn(-c3ccc(F)cc3)cc2C(=O)NCC2CCCO2)c1 (configuration not stated)
#5 Cc1cccc(NC(=O)COC(=O)[C@@H]2CCCN2C(=O)c2cccs2)c1
#6 CCCC[C@@H]1C[C@H]1[C@@H](NC(=O)c1ccco1)c1ccccc1C(F)(F)F
#7 COc1cccc(C2c3c(oc4ccccc4c3=O)C(=O)N2Cc2ccco2)c1 (configuration not stated)
#8 COCCN(C(=O)C1CC(=O)N(Cc2ccccc2)C1)c1nc(-c2ccc([N+](=O)[O-])cc2)cs1 (configuration not stated)
assay / compound,1,2,3,4,5,6,7,8
PfGluPho inh,1,24,1,10,0,24,-6,17
SENP6 inh,5,-2,5,-1,-13,5,44,-19
ATG4B inhibitor,-8,3,-1,3,-16,2,-3,-19
MPTP block,-1.1,1.1,1.9,-1.1,-0.3,.,2.2,0.0
hIAP act,0.95,0.96,0.96,1.1,1.1,0.97,0.94,0.86
SENP8 block,5,-273,-372,3,11,.,14,-9
SENP1 FRET inh,-1,-80,-1,3,2,.,2,1
NR3A LBD binder,-1,2,0,-2,-1,-4,0,1

#9 C=CCOC(=O)C1=C(C)NC(C)=C(C(=O)OCC=C)C1c1ccc(C)o1
#10 CCCCCCCCCCCC(=O)NC(Cc1ccc(OC)c([N+](=O)[O-])c1)C(=O)O (configuration not stated)
#11 C=CCn1c(=O)/c(=C2/SC(C)=C(C)N2CC)s/c1=C1/C(=O)N(CC)C(=S)N1c1ccccc1
#12 CSc1ncnc2c1ncn2CCCN1CCN(c2ncccn2)CC1
#13 COC(=O)c1ccc(Oc2c(C)oc3cc(OCc4cnn(-c5ccccc5)c4)ccc3c2=O)cc1
#14 CCCCNc1c(-c2ccc(SC(C)CC)c(OC)c2)nc2ccc(C)cn12 (configuration not stated)
#15 COc1ccc(NS(=O)(=O)c2cc(NC(=O)c3ccco3)ccc2N2CCCC2)cc1
#16 CCOC(=O)C1NC(=O)CC1c1ccccc1 (configuration not stated)
assay / compound,9,10,11,12,13,14,15,16
PfGluPho inh,1,-13,11,-11,-3,56,2,9
SENP6 inh,0,-8,5,.,-8,0,9,-3
ATG4B inhibitor,-6,30,11,.,-2,19,-3,-7
MPTP block,6.4,5.8,1.3,0.2,4.9,16,-0.2,0.3
hIAP act,0.86,0.79,0.74,.,1.2,0.98,0.97,0.99
SENP8 block,-145,13,13,24,-9,-464,10,13
SENP1 FRET inh,-5,2,3,1,-1,-32,0,0
NR3A LBD binder,-3,-2,0,.,-1,-14,8,-4

Part of the list above in order of length of the SMILES, descending:
#11 C=CCn1c(=O)/c(=C2/SC(C)=C(C)N2CC)s/c1=C1/C(=O)N(CC)C(=S)N1c1ccccc1
#15 COc1ccc(NS(=O)(=O)c2cc(NC(=O)c3ccco3)ccc2N2CCCC2)cc1
#12 CSc1ncnc2c1ncn2CCCN1CCN(c2ncccn2)CC1
assay / compound,11,15,12
PfGluPho inh,11,2,-11
SENP6 inh,5,9,.
ATG4B inhibitor,11,-3,.
MPTP block,1.3,-0.2,0.2
hIAP act,0.74,0.97,.
SENP8 block,13,10,24
SENP1 FRET inh,3,0,1
NR3A LBD binder,0,8,.

(list continues)
#17 CC1CCCCC12NC(=O)N(CC(=O)OCc1ccc(Br)cc1)C2=O (configuration not stated)
#18 COc1ccc(Br)c(C(=O)NC2CCCC2)c1
#19 O=c1[nH]c(N2CCN(Cc3ccccc3)CC2)nc2c1CCC2
#20 Oc1c(Br)cc(Br)cc1/C=N/Nc1ccc(Cl)nn1
#21 COc1ccc(NC(C)=O)cc1NC(=O)CN1CCN(CC(=O)Nc2ccc(Cl)cc2)CC1
#22 CCOC(=O)C1(CCCc2ccccc2)CCN(Cc2cn(CC)nc2C)CC1
#23 COc1ccc(/C=C(/C(=O)N2CCCCC2C(=O)O)c2ccc(OC)c(OC)c2)cc1 (configuration not stated)
#24 CCN1CCN(C(=O)c2cc(S(=O)(=O)N3CCCCC3)ccc2Cl)CC1
assay / compound,17,18,19,20,21,22,23,24
PfGluPho inh,-3,0,-3,-11,5,-9,-12,-8
SENP6 inh,-5,-11,5,.,-3,-1,2,-14
ATG4B inhibitor,-8,-2,3,-2,-9,1,8,0
MPTP block,-1.7,0.3,-1.0,7.2,-1.1,11,-1.1,-0.3
hIAP act,1.1,1.1,1,.,0.98,1,0.83,0.9
SENP8 block,15,15,6,12,-1,6,-10,6
SENP1 FRET inh,2,1,0,-7,-2,-3,1,1
NR3A LBD binder,-2,5,-2,-3,-2,3,2,-2

#25 CC(C)c1ccc(/C=N/n2cnnc2)cc1
#26 CC(=O)Nc1ccc(S(=O)(=O)N2CCN(c3ccc([N+](=O)[O-])cc3)CC2)cc1
#27 CN(CC(=O)Nc1ccc2c(c1)OCCO2)Cc1nc2ccccc2c(=O)[nH]1
#28 COCCn1nnnc1C(c1ccccc1OC)N1CCN(c2ccccc2)CC1 (configuration not stated)
#29 COC(=O)c1cc2sc(Cl)cc2n1CC(=O)Nc1cccc(SC)c1
#30 COC(=O)c1cc(NC(=O)Cc2ccc(OC)c(OC)c2)cc(C(=O)OC)c1
#31 O=C(c1ccco1)N1CCN(Cc2nc3ccccc3[nH]2)CC1
#32 CCCCN(CC)c1nc(-c2ccncc2)nc2ccccc12
assay / compound,25,26,27,28,29,30,31,32
PfGluPho inh,6,-5,1,0,-5,-2,-7,-12
SENP6 inh,-10,1,-9,-30,0,-3,-9,-10
ATG4B inhibitor,1,-11,-1,2,10,-14,2,-3
MPTP block,1.2,8.6,-0.2,2.9,48,-1.3,-1.0,3.9
hIAP act,1.2,1,1.6,0.7,1.3,1,0.89,0.79
SENP8 block,14,37,5,22,-1,3,-23,-70
SENP1 FRET inh,0,-3,-5,3,-27,0,-18,-14
NR3A LBD binder,-1,-5,-4,0,15*,-1,4,-1

#33 COCC1CCCN(C(=O)c2ccc3nc(Cc4cccc(Cl)c4)oc3c2)C1 (configuration not stated)
#34 Cc1onc(-c2ccccc2Cl)c1C(=O)N(C)Cc1ccccc1
#35 CCCCN(Cc1ccccc1)S(=O)(=O)c1cc(Br)cc2c1N(C(C)=O)C(C)C2 (configuration not stated)
#36 CCOC(=O)c1cnc(Nc2nc3ccccc3o2)nc1CSC(=S)N(CC)CC
#37 CCOC(=O)C(CC)Sc1nnc2c3cc(C)ccc3n(C)c2n1 (configuration not stated)
#38 CCOc1ccc(Nc2cc(Nc3ccccc3OCC)nc(C=C(C#N)C#N)n2)cc1
#39 C[C@@H](CN=[N+]=[N-])CN1CC[C@H](O)CCC1=O
#40 CN(C)c1nc(Nc2ccc(Cl)c(Cl)c2)nc(N(C)C)n1
assay / compound,33,34,35,36,37,38,39,40
PfGluPho inh,-9,5,16,-23,23,-8,-12,8
SENP6 inh,-7,9,-17,-5,4,-17,11,-16
ATG4B inhibitor,13,-12,18,-3,-5,-5,0,-1
MPTP block,0.3,0.2,3.3,1.4,1.7,2.6,0.9,0.7
hIAP act,1.1,0.99,0.9,1.1,1.1,0.84,1,1.1
SENP8 block,8,8,6,10,8,31,5,11
SENP1 FRET inh,1,0,0,-1,0,15,2,0
NR3A LBD binder,-2,-1,-39,-5,-3,1,-1,-3

#41 O=C(CCCc1nc2ccccc2s1)NCc1ccccc1F
#42 Cc1ccc(S(=O)(=O)Cc2ccc(C(=O)NCc3ccc4c(c3)OCO4)o2)cc1
#43 CCC(=O)Nc1ccc(S(=O)(=O)N2CCN(c3ccc(F)cc3)CC2)cc1
#44 COc1cc(OC)c(OC)cc1CNCc1ccc2c(c1)OCO2
#45 CCOC(=O)c1c(-c2cccs2)csc1NC(=O)COC(=O)c1c(C)noc1C
#46 COc1cc(CNCCO)cc(Cl)c1OCc1ccc(Cl)cc1Cl
#47 CS(=O)(=O)Oc1ccc(Br)c2cccnc12
#48 Nc1nc(SCC(=O)NCC2CCCO2)n[nH]1 (configuration not stated)
assay / compound,41,42,43,44,45,46,47,48
PfGluPho inh,-15,7,-3,6,-1,17,15,-11
SENP6 inh,1,3,-7,5,6,-10,-19,-18
ATG4B inhibitor,3,-2,-8,6,-4,6,-6,-5
MPTP block,0.7,7.0,-1.2,0.2,10,97*,-0.6,-0.2
hIAP act,0.97,0.92,1,1.1,1,0.93,0.99,0.87
SENP8 block,7,2,14,9,6,9,22,13
SENP1 FRET inh,0,-4,1,-2,0,2,0,1
NR3A LBD binder,0,-1,1,-2,-3,-1,-2,-1

Shown as a hit in MPTP block, among the entries above:
#	SMILES	PfGluPho inh	SENP6 inh	ATG4B inhibitor	MPTP block	hIAP act	SENP1 FRET inh	NR3A LBD binder
46	COc1cc(CNCCO)cc(Cl)c1OCc1ccc(Cl)cc1Cl	17	-10	6	97*	0.93	2	-1

Remaining list, next part:
#49 CCOc1ccc(C2C(C#N)=C(N)SC(N)=C2C#N)cc1OCC
#50 O=C1CC(c2ccc3c(c2)OCCO3)Oc2ccccc21 (configuration not stated)
#51 CCNCC(=O)N1c2ccccc2CCc2ccc(NC(=O)OC(C)C)cc21
#52 Cc1onc(-c2c(Cl)cccc2Cl)c1C(=O)Nc1ccc(N2CCOCC2)cc1
#53 CNC(=O)NC(=O)COC(=O)c1n[nH]c2ccccc12
#54 Nc1cc(C(=O)O)c(N)c2c1C(=O)c1ccccc1C2=O
#55 CCOC(=O)c1cccc(NC(=O)CN2CCN(c3ccc(OC)cc3)CC2)c1
assay / compound,49,50,51,52,53,54,55
PfGluPho inh,3,-8,4,-2,-15,11,3
SENP6 inh,-11,7,-1,0,-10,59*,1
ATG4B inhibitor,3,21,-2,-6,-1,-8,-14
MPTP block,6.4,-1.3,-1.3,2.4,0.5,11,1.1
hIAP act,0.93,1,1.1,1.8,0.92,0.84,1.1
SENP8 block,-86,2,14,5,5,51*,3
SENP1 FRET inh,-25,1,0,2,1,8,0
NR3A LBD binder,-5,-1,0,0,0,-4,0
